High-throughput results from PubChem BioAssay.
UHRF1 binding: UHRF1 methylated DNA binding inhibitors, primary screen, counter-screen for MBD2 inhibitor project, biochemical, TR-FRET, human UHRF1, single concentration; E3 ubiquitin-protein ligase UHRF1 (Homo sapiens), Q96T88; UHRF1 binding to methylated oligo; inhibition, % at 4.4 µM; 370,000 compounds, 0.75% hits; in the data active = inhibition above about 21%;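 also: UHRF1 SRA domain binding a hemimethylated CpG hairpin DNA probe; 0% = median of test compound wells and 100% = reference inhibitor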
rCAG RNA binder: binders of r(CAG) RNA repeats, primary screen, biochemical, fluorescence; r(CAG) RNA repeat, TO-PRO-1 dye displacement fluorescence; inhibition, % at 3 µM; 370,000 compounds, 1.3% hits; AID 651821, 2012;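 active = inhibition above the plate cutoff, the mean of all test compounds on that plate plus 3 SD, cut at about 35% in these data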;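 also: 0% = DMSO alone and 100% = 100 µM mitoxantrone as full dye displacement; higher means more dye released from RNA so lower well fluorescence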
MBD2 DNA inh: inhibitors of MBD2 binding to methylated DNA, primary screen, biochemical, TR-FRET, DNA-binding domain, human; inhibition, % at 4.4 µM; AID 686964, 2013; 370,000 compounds, 0.31% hits; MBD2 binding to methylated oligonucleotide; Methyl-CpG-binding domain protein 2 (Homo sapiens), Q9UBB5; in the data active = inhibition above about 13%
NR1D1 modulator: modulators of Rev-erb alpha DNA binding, primary screen, biochemical, FITC-DNA, fluorescence polarization, uHTS. Rev-erbα–FITC-DNA binding, 90 min. AID 1259318, 2017. Nuclear receptor subfamily 1 group D member 1 (Homo sapiens), P20393. activity, % at 10 µM. 370,000 compounds, 0.79% hits;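 active = activity above about 14%, limit read from the data; passing the limit was not always enough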;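 also: 0% = DMSO wells with 35 nM protein and 100% = DMSO wells with 750 nM protein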
Target sequence (P20393 whole entry, looked up): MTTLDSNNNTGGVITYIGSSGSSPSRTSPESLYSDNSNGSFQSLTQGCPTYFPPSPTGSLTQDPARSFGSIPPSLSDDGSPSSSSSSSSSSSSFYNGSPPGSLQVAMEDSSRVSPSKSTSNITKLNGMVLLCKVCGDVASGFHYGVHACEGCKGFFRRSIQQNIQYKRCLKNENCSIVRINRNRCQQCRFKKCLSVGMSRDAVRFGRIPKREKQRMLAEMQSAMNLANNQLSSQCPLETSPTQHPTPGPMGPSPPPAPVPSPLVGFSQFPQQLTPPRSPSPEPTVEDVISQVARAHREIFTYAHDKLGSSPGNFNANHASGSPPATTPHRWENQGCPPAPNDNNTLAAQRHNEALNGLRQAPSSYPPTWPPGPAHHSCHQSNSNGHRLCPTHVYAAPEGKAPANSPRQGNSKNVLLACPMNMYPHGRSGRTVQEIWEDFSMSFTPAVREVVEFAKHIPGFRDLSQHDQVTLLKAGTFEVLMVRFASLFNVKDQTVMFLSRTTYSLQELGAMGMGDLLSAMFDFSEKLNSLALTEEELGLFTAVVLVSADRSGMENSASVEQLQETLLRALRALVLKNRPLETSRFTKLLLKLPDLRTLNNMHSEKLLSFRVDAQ
LEDGF integ inh: blockers of LEDGF/p75-dependent integrase strand transfer – biochemical, TR-FRET, high throughput, primary screen. HIV-1 integrase (with human LEDGF/p75). TR-FRET IN-LEDGF/p75 DNA integration, Eu/Cy5. inhibition, % at 3.7 µM. 370,000 compounds, 0.64% hits. AID 743269, 2014;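 active = inhibition above the screen-wide mean plus 3 SD, cut at about 13% in these data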;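 also: signal is the Cy5 over europium emission ratio at 671 and 618 nm; 0% = plate median of compound wells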
PG9 binder: binders of HIV-1 gp120 antibody PG9, primary screen, biochemical, TR-FRET | TR-FRET gp120-PG9 antibody binding | inhibition, % at 6.7 µM | 360,000 compounds, 0.43% hits | AID 624416, 2012; in the data active = inhibition above about 8.5%
ABHD4 inh: ABHD4 inhibitors, primary screen, biochemical, fluorescence polarization, mouse. (Lyso)-N-acylphosphatidylethanolamine lipase (Mus musculus), Q8VD66. inhibition, % at 8.92 µM. 370,000 compounds, 0.54% hits. purified mABHD4, FP-Rh probe fluorescence polarization;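 active = inhibition exceeding the mean over every tested compound plus 3 SD, cut at about 30% in these data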;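 also: 0% = plate median of compound wells and 100% = S159A mutant with DMSO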
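Test system: mouse ABHD4 enzyme, wild type. Reagent: FP-Rh fluorescent activity-based probe, added after compound pre-incubation. Timing: pre-incubation 45 min, probe exposure 60 min, at 25 °C. Technique: FP readout, ex 525 nm / em 598 nm. Benchmarks: high control S159A mutant with DMSO, low control median of compound wells.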
PRMT1 FP inh: PRMT1 methyltransferase inhibitors, primary screen, biochemical, fluorescence polarization; Protein arginine N-methyltransferase 1 (Homo sapiens), Q99873; inhibition, % at 2.79 µM; AID 652257, 2013; 370,000 compounds, 1.3% hits; recombinant PRMT1, activity-based probe fluorescence polarization;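 active = inhibition above about 21% made by adding two undisclosed values, limit read from the data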
TCR CD3 inh: inhibitors of human TCR-CD3 interaction, primary screen, biochemical, fluorescence, TAMRA-labeled TCR probe; inhibition, % at 9.4 µM; 360,000 compounds, 0.37% hits; AID 651800, 2012; in the data active = inhibition above about 19%;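 also: recombinant mutant TCR 2C K166C tagged with TAMRA read by polarization; 0% = receptor in buffer alone and 100% = receptor with positive control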
HTRA1 inh: HTRA1 serine protease inhibitors, primary screen, biochemical, fluorescence polarization, HTS. Q92743. recombinant HTRA1, FP-rhodamine activity-based probe. inhibition, % at 5.96 µM. 340,000 compounds, 0.5% hits. AID 504803, 2011; in the data active = inhibition above about 36%;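 also: 0% = enzyme with DMSO and 100% = wells lacking enzyme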
Target sequence (Q92743 whole entry, looked up): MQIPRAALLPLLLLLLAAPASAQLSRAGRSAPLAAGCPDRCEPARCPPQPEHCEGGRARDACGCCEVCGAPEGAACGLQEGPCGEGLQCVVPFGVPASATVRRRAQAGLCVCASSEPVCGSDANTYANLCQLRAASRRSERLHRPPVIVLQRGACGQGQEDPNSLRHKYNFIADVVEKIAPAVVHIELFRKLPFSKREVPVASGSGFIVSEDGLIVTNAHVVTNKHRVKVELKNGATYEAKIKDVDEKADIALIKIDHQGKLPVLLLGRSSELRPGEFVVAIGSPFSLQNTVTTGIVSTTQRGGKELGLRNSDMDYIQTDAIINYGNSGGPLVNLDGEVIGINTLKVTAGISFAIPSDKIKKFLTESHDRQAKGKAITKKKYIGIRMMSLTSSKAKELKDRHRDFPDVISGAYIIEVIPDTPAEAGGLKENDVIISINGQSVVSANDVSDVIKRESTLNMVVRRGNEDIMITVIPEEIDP
Starred values were filed as active, the others as inactive; . = no result given. The list is partial; count on the stated rates, not on these rows.

SMILES	UHRF1 binding	rCAG RNA binder	MBD2 DNA inh	NR1D1 modulator	LEDGF integ inh	PG9 binder	ABHD4 inh	PRMT1 FP inh	TCR CD3 inh	HTRA1 inh
COc1ccc(C2C(=O)N(C3CCCCC3)CC(=O)N2CC2COc3ccccc3O2)cc1 (stereo unspecified)	12	-3	6	-5	-2	1.6	-2	-4	5	-2
CC1(C)Cc2cccc(OC(=O)NCCc3ccc(F)cc3)c2O1	-2	0	0	-5	15*	-0.6	3	-1	5	.
CCOC(=O)C1=CC[C@@H](c2cc(OC)c(OC)c(OC)c2)N(S(=O)(=O)c2ccc(C)cc2)[C@H]1C(=O)OCC	5	1	3	-8	-3	-0.2	-16	5	-2	1
CC1(C)CC(=O)/C(=C(/O)CCCN2C(=O)c3ccccc3C2=O)C(=NC(C)(C)C)C1	3	-7	5	4	-4	-0.4	-11	6	2	-6
CC1CCN(C(=O)c2[nH]cnc2C(=O)N[C@H](C)c2ccccc2)CC1	-1	-7	5	5	1	-2.2	-1	-2	2	1
O=C(COc1coc(CN2CCN(c3ccccc3F)CC2)cc1=O)N1CCc2ccccc21	-1	-2	2	-21	-2	0.5	-3	0	-1	-2
CCOc1ccc(/C=C2\SC(=S)N(NS(=O)(=O)c3ccc(C)cc3)C2=O)cc1OC	-1	83*	-7	0	-1	-1.5	-12	1	3	-26
c1ccc2c(c1)nc(N1CCCCC1)c1ccccc12	-4	-1	6	-1	0	-1.4	-2	-5	-3	-3
CS(=O)(=O)N1CCC(C(=O)Nc2ccc(C(N)=O)cc2)CC1	-1	2	40*	-1	-2	-1.4	-5	-6	0	2
Cn1c(SCC(=O)N2CCOCC2)nnc1-c1ccncc1	-1	0	1	8	0	-0.9	4	1	-4	9
O=C(NCc1ccc(F)cc1)c1ccccc1OCc1ccccc1	-1	-4	4	4	1	-0.7	-8	-2	-6	-25
CC(=O)Nc1ccc(SCC(=O)N2CCN(S(=O)(=O)c3ccccc3)CC2)cc1	1	-3	0	0	0	0.5	1	5	1	5
CCOC(=O)N1CCN(S(=O)(=O)Cc2ccccc2)CC1	4	-1	2	-4	0	-1.1	1	-1	8	-2
CC[C@@]1(C(=O)OC)N[C@H](CN(C)C(=O)Nc2ccc(Cl)cc2)[C@@H]2C(=O)N(C)C(=O)[C@@H]21	3	-3	6	0	3	-0.3	4	3	-2	4
COc1ccc(CCn2c(=S)[nH]c3cc(C(=O)N4CCOCC4)ccc3c2=O)cc1OC	2	-2	-2	3	0	1.1	3	-2	3	-3
CC(=O)Nc1ccc(CCNC(=O)c2ccc3ccccc3c2O)cc1	5	13	8	-5	0	2.9	-33	6	-10	-5
O=C(OCC#CCSc1nnc(-c2ccncc2)o1)c1cccs1	-5	-2	1	-3	3	-1.5	3	-3	6	-8
CCn1c(SCC(=O)Nc2nc3c(s2)CCCC3)nnc1-c1ccccc1	0	-6	1	-2	-2	-0.2	0	0	8	-5
O=C(CN1CCCC1)NN=C(c1ccccc1)c1ccccc1	-1	-8	1	-3	1	-2.2	3	-4	8	2
O=C(COc1ccc([N+](=O)[O-])cc1)Nc1cccc(C(=O)Nc2ccccc2C(=O)O)c1	2	77*	-1	-6	5	-2.5	-39	-5	1	-29
CCN(CC)c1ccc(NC(=O)CSc2nc(C3CC3)nc3ccccc23)cc1C	-2	-4	1	-8	-4	-3.3	4	0	2	5
CC(=O)Nc1ccc(NC(=O)CSc2ncnn2-c2ccccc2)cc1	0	3	-5	6	0	-1.1	-13	-2	-2	2
O=S(=O)(NCC1CN(S(=O)(=O)c2ccc3c(c2)OCCO3)C1)c1c(F)cccc1F	0	0	-1	-4	-2	-1.3	9	-2	0	2
CC1(C(=O)Nc2ccc(Cl)cc2)Cc2c(-c3ccc(C(N)=O)cc3)ccnc2O1 (stereo unspecified)	1	5	4	-2	0	-2.0	-1	3	-9	.
CCOCCCNCC(=O)N1CCN(S(=O)(=O)c2ccc(C)cc2)CC1	-1	-6	-2	-4	-4	-0.1	-2	-2	-2	6
O=C(NCCCN1CCCC1=O)c1ccccc1OCc1ccc(Cl)cc1Cl	2	-1	3	-1	0	1.1	-5	4	-4	4
Cc1c(Cl)ccc(S(=O)(=O)N2CCN=C2c2ccccc2)c1Cl	0	2	-2	4	-2	0.7	-4	-1	3	1
CCOC(=O)N1CCN(C(=O)CNC(=O)Cn2cnc3ccccc3c2=O)CC1	1	-1	-1	4	0	0.9	2	1	-4	4
O=C(/C=C/c1cccc(F)c1)N1CCN(c2ncccn2)CC1	6	0	0	9	-7	-1.7	-7	3	3	-8
O=C(NCc1ccc(Cl)cc1Cl)C1CCN(S(=O)(=O)c2ccc3c(c2)OCCCO3)CC1	5	6	-3	-5	-2	-1.7	-1	0	0	-33
O=C(NCCCn1ccnc1)/C(=C\c1cccs1)NC(=O)c1ccco1	-2	2	-8	-2	0	2.7	1	-2	-8	-9
O=C(Nc1ccc(N2CCOCC2)cc1)C1(c2ccc(Cl)cc2)CCC1	11	0	7	-4	2	-0.3	6	-4	2	3
Cn1nc(-c2ccc(C(=O)Nc3cccc(Cl)c3)cc2)c2ccccc2c1=O	3	-2	2	4	1	3.5	1	3	-11	-3
CCCn1c(C(Cc2ccccc2)NC(=O)COC)nc2ccccc21 (stereo unspecified)	-2	0	1	-5	-2	-0.7	1	22*	-2	-11
COc1ccc(N(C)C(=O)c2ccc3c(Cl)c4c(nc3c2)CCCC4)c(OC)c1	-4	-1	3	1	-3	1.3	-3	-1	-1	-28
CC(C)(C)c1ccc(C(=O)NC(=S)Nc2ccc(N3CCOCC3)cc2)cc1	-4	2	4	4	-2	0.9	4	-1	-2	15
COc1ccc(S(=O)(=O)N(C)CC(=O)Nc2ccccc2OC)cc1C	1	-5	-7	0	-5	-2.6	0	4	-2	5
CCC(C)Sc1ccc([C@H]2N[C@@](CC(C)C)(C(=O)OC)[C@H]3C(=O)N(CC)C(=O)[C@@H]23)cc1 (stereo partly specified)	-2	-8	-2	-1	1	-2.5	1	-3	3	-4
COCC(=O)N1CCN(c2ccc([N+](=O)[O-])cc2)CC1	-4	3	-8	1	1	-0.5	1	-2	-1	-2
O=C1c2oc3ccccc3c(=O)c2C(c2cccs2)N1CCCN1CCOCC1 (stereo unspecified)	-2	15	1	-1	6	-1.5	11	8	-8	-3
NNC(=O)CCN1CCCCC1	-3	-2	-2	1	1	-0.3	0	2	-5	-3
CNC(=O)C[C@H]1C(=O)N(c2ccc(OC)cc2)C[C@@H]1Cc1ccccc1	1	1	13*	-7	2	-2.0	1	2	4	1
CCc1ccc(NC(=O)N(CCCN2CCOCC2)Cc2cccs2)cc1	2	-3	4	7	-1	1.4	-2	-1	1	-3
CN1C/C(=C/c2cccs2)C(=O)/C(=C\c2cccs2)C1	-2	3	-14	-1	0	-4.0	-2	5	-1	4
Cc1sc2ncn(CC(=O)N3CCCC(C)C3)c(=O)c2c1S(=O)(=O)N1CCCCC1 (stereo unspecified)	2	-1	-1	-1	-4	1.3	1	5	-10	-3
Cc1ccn2cc(C(=O)N3CCCC(Nc4ccc(F)cc4)C3)nc2c1 (stereo unspecified)	1	-5	0	-3	-1	0.5	6	1	-13	-2
Cc1ccsc1C(=O)N1CCCCCC1(C)C(=O)NCC(C)C (stereo unspecified)	0	2	-4	0	3	0.6	1	-8	-1	.
O=C(Nc1cccc([N+](=O)[O-])c1)c1ccccc1	2	-2	5	2	-6	-1.0	3	0	-3	-7
CC(C)Cn1c(-c2cc(Br)ccc2F)nc2c1c(=O)[nH]c(=O)n2CC(C)C	4	-6	-11	10	3	1.0	-1	-3	2	-12
O=C(O)CCC(=O)NNC(=O)c1ccc(Br)cc1	2	3	0	-7	0	-1.1	2	0	-4	4
Further compounds.
SMILES	UHRF1 binding	rCAG RNA binder	MBD2 DNA inh	NR1D1 modulator	LEDGF integ inh	PG9 binder	ABHD4 inh	PRMT1 FP inh	TCR CD3 inh	HTRA1 inh
CCN(CCn1cccn1)C(=O)CCc1nnc(C2(c3ccc(Cl)cc3)CCC2)o1	-1	-6	1	-2	-3	1.4	-1	0	8	-1
CCCCC1(C)NC(=O)N(CC(=O)Nc2ccc(S(=O)(=O)N3CCOCC3)cc2)C1=O (stereo unspecified)	0	4	1	-7	1	-0.9	7	0	6	-6
CC(=O)CC[C@@H]1CC[C@]2(CCCN(C(=O)c3ccccc3)C2)O1	-1	0	3	-4	0	.	0	0	.	.
C[C@@H]1CCCCO[C@@H](CN(C)Cc2ccc3c(c2)OCO3)[C@@H](C)CN([C@H](C)CO)C(=O)c2cc(N(C)C)ccc2O1	-1	1	0	0	4	0.4	-6	-2	-3	-4
Cc1ccc(OCCNC(=O)c2cccc(S(=O)(=O)N3CCN(C)CC3)c2)cc1	3	-1	-2	4	2	-4.2	-7	-2	-5	-2
O=C(CSc1nnnn1Cc1ccccc1)Nc1cccc(F)c1	-1	2	2	-4	1	-2.2	-4	-1	-3	-17
Cc1c(NC(=O)CS(=O)(=O)c2ccccc2)c(=O)n(-c2ccccc2)n1C	1	0	6	-3	-1	1.8	-2	3	-8	1
COc1ccccc1OCC(=O)N1CCCCCCC1	-2	-3	-2	-1	6	-1.1	1	0	8	3
C=CCOc1ccc(/C=N/NC(=O)CN2CCOCC2)cc1OCC	2	-5	6	-5	-4	-1.3	5	-3	1	.
COc1ccc(Br)cc1CN1CCCCCC1	0	-2	-1	0	-3	-1.1	6	-2	1	10
CCOc1ccc(N/C(SC)=C(/C#N)C(N)=O)cc1	-1	-2	-3	6	-2	-2.4	0	-2	-1	-10
CC1=CN2C(=N)/C(=C/c3ccco3)C(=O)N=C2S1	3	6	-1	-1	4	-2.3	3	2	-6	3
COCCn1c(SCC(=O)Nc2cc(C)on2)nc2c([nH]c3ccccc32)c1=O	0	2	0	-8	3	-2.2	5	0	1	-4
COc1ccc(S(=O)(=O)N2CCN(C(=O)c3cc(C)oc3C)CC2)cc1OC	-4	2	0	6	-1	-1.5	9	4	-10	6
C=CCNCC(=O)Nc1ccccc1SCC(=O)Nc1ccsc1C(=O)OC	-2	-2	0	1	-1	-2.8	-3	0	5	-3
Nc1c(C(=O)Nc2ccc(Cl)cc2)sc2nc(N3CCOCC3)c3c(c12)CCCC3	-4	14	10	0	-1	2.9	4	30*	4	-18
